Bioassay records deposited in PubChem BioAssay by several laboratories.
Mtb FBA inh: inhibits M. tuberculosis FBA enzyme. P9WQA3. purified M. tuberculosis FBA, fluorescence read-out. inhibition, % at 1 µM. 360,000 compounds, 2.3% hits; in the data active = inhibition above about 27%;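 also: 0% = vehicle and 100% = reference inhibitor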
Target sequence (P9WQA3 whole entry, looked up): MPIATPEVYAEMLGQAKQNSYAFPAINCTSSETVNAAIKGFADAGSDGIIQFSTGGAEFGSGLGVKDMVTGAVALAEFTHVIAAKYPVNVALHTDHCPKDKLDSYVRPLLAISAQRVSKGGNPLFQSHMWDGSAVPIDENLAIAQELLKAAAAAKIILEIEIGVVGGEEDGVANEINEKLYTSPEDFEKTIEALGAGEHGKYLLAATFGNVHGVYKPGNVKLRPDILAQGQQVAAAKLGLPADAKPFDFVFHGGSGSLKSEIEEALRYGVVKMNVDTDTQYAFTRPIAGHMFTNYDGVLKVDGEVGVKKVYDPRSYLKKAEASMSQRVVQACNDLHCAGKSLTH
PrPC surface inh: inhibitors of human cell surface prion protein PrPC; TR-FRET read-out; P04156; inhibition, % at 13.8 µM; AID 720596; 370,000 compounds, 0.43% hits; in the data active = inhibition above about 24%; also: 0% = median of the test wells and 100% = reference compound wells
GDH-TPI inh: counter-screen for M. tuberculosis FBA inhibitors: GDH-TPI coupled enzymes | GDH-TPI coupled enzyme counterscreen, NADH absorbance | inhibition, % at 4.8 µM | 360,000 compounds, 1.2% hits | AID 588335; in the data active = inhibition above about 30%;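 also: 0% = DMSO wells and 100% = wells lacking the enzyme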
MazF activator: increases E. coli MazEF RNase cleavage of RNA. AID 504720. FAM/BHQ RNA-DNA oligo cleavage fluorescence, 5 h. P0AE70. 350,000 compounds, 0.32% hits. activation, % at 20 µM; in the data active = activation above about 50%
Target sequence (P0AE70 whole entry, looked up): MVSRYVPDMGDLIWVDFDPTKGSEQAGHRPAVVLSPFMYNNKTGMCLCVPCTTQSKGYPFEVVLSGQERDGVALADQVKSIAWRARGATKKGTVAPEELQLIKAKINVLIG
BioA inh: BioA (M. tuberculosis) enzyme inhibition; purified M. tuberculosis BioA enzyme, plate reader; 360,000 compounds, 0.096% hits; inhibition, % at 9.99 µM; in the data active = inhibition above about 40%; inconclusive = no clear call, values can overlap the other calls
BoNT-F LC inh: BoNT F light chain protease inhibition; inhibition, % at 10 µM; 360,000 compounds, 0.22% hits; AID 588497; Multiplex microsphere protease cleavage assay, flow cytometry; in the data active = inhibition above about 35%, passing the limit was not always enough; inconclusive = no clear call, values can overlap the other calls; also: plate controls were buffer without enzyme for full effect and enzyme alone for no effect
FadD28 binding: M. tuberculosis FadD28 bisubstrate binding inhibition. FadD28 bisubstrate probe binding, fluorescence polarization. inhibition, % at 12.5 µM. 360,000 compounds, 0.22% hits; in the data active = inhibition above about 8.5%, passing the limit was not always enough; inconclusive = no clear call, values can overlap the other calls
Rv3671c inh: inhibits the M. tuberculosis serine protease Rv3671c; inhibition, % at 5.96 µM; P9WHR9; 320,000 compounds, 0.048% hits; in the data active = inhibition above about 38%;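 also: extracellular domain of Rv3671c used as enzyme; 0% = enzyme with DMSO and 100% = no enzyme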
Target sequence (P9WHR9 whole entry, looked up, the tested form may be a part): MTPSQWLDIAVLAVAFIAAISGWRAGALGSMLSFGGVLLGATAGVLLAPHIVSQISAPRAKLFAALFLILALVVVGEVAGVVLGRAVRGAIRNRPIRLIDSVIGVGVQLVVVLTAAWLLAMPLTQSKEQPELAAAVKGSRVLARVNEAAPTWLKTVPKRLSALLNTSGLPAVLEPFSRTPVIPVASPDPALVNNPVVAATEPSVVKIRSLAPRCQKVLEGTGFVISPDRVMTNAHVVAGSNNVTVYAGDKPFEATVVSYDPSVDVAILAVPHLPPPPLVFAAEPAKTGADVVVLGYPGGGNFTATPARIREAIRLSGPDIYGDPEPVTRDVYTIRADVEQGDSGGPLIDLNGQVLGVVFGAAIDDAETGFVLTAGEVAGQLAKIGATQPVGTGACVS
UGM FP inh: Mtb UDP-galactopyranose mutase inhibition; P9WIQ1; purified UGM, fluorescence polarization probe displacement; inhibition, % at 10 µM; 320,000 compounds, 0.06% hits; AID 504406; in the data active = inhibition above about 10%, passing the limit was not always enough; inconclusive = no clear call, values can overlap the other calls
Numbers without * were called inactive; i = inactive; ? = inconclusive; · = no result given; & = joins results of further samples.

SMILES | Mtb FBA inh | PrPC surface inh | GDH-TPI inh | MazF activator | BioA inh | BoNT-F LC inh | FadD28 binding | Rv3671c inh | UGM FP inh
Cc1nn(CC(=O)NC2CCCC2)c(C)c1[N+](=O)[O-] | -2 | -7 | -2 | 3 | -0.8 | -7 | -3.1 | -9 | 1.1
CN1CCSc2ccc(C(=O)NCc3cccc(F)c3)cc21 | 113* | 9 | 0 | 1 | -1.8 | 0 | · | 6 | -0.9
COc1ccc(CNC(=O)COC(=O)CCOc2ccc(C)cc2)cc1OC | -1 | 4 | -7 | 3 | -0.2 | -11 | -3.6 | -3 | -0.2
CCCN(CCC)CCNC(=O)C1CC(=O)N(c2ccc(OC)cc2)C1c1ccc(OC)cc1 (stereo not given) | 2 | -3 | -3 | 2 | 3.4 | -8 | -1.6 | -5 | -1.4
COc1cccc(NC(=O)C2CCCCC2)c1 | 2 | 0 | 7 | 5 | 5.4 | -12 | -2.6 | 11 | -1.7
Cc1ccc(NC(=O)[C@@H](CC(C)C)NC(=O)[C@@H]2Cc3ccccc3CN2)cc1 | -7 | 4 | -6 | 11 | 0.3 | -1 | -3.1 | 6 | 1.2
CCOC(=O)C1=C(COc2ccc(F)cc2Cl)NC(=O)NC1c1cc(C)ccc1C (stereo not given) | 1 | -3 | 5 | 17 | -0.2 | -11 | -1.6 | 6 | -1.5
COc1cccc(Nc2nc(-c3ccccc3)nc3ccccc23)c1 | 6 | 6 | 4 | 0 | -2.3 | -24 | -2.1 | -107 | -1.2
COC(=O)N/N=C/c1cn(Cc2ccc(F)cc2)c2ccccc12 | -1 | 13 | 7 | 1 | · | ? | -1.3 | 6 | 0.7
COc1ccc(S(=O)(=O)N2CCC(C(=O)NC3CC3)CC2)cc1 | 1 | 6 | -1 | 15 | -0.2 | -2 | · | -8 | 2.3
Cc1cccc(C(=O)Nc2cccc(OC(=O)c3cccc(C)c3)c2)c1 | -3 | -2 | -3 | -6 | -1.2 | -2 | -6.4 | -53 | -4.8
CNC(=S)NCCc1ccc(OC)c(OC)c1 | 4 | 8 | -6 | -4 | · | -1 | -2.4 | 2 | -1.1
CN(Cc1ccco1)C(=O)c1ccc(OC2CCN(Cc3ccccn3)CC2)cc1 | 5 | 0 | 15 | 2 | -4.7 | -5 | 0.7 | 2 | -1.1
O=C(C1=C[C@H](C2CCCCC2)C[C@H](OCc2ccc(CO)cc2)O1)N1CCOCC1 | 2 | 0 | -3 | 9 | 0.7&1.3 | -1 | -0.3 | -7 | 0.2
C/C=C/c1ccc(OCCOCCNCc2ccccc2)c(OC)c1 | -2 | -6 | 2 | 8 | -0.8 | -15 | -0.5 | 3 | 1.7

Retrieved by structure from the entries so far, 5 records:
SMILES | Mtb FBA inh | PrPC surface inh | GDH-TPI inh | MazF activator | BioA inh | BoNT-F LC inh | FadD28 binding | Rv3671c inh | UGM FP inh
Cc1cccc(C(=O)Nc2cccc(OC(=O)c3cccc(C)c3)c2)c1 | -3 | -2 | -3 | -6 | -1.2 | -2 | -6.4 | -53 | -4.8
C/C=C/c1ccc(OCCOCCNCc2ccccc2)c(OC)c1 | -2 | -6 | 2 | 8 | -0.8 | -15 | -0.5 | 3 | 1.7
Cc1nn(CC(=O)NC2CCCC2)c(C)c1[N+](=O)[O-] | -2 | -7 | -2 | 3 | -0.8 | -7 | -3.1 | -9 | 1.1
CNC(=S)NCCc1ccc(OC)c(OC)c1 | 4 | 8 | -6 | -4 | · | -1 | -2.4 | 2 | -1.1
CN(Cc1ccco1)C(=O)c1ccc(OC2CCN(Cc3ccccn3)CC2)cc1 | 5 | 0 | 15 | 2 | -4.7 | -5 | 0.7 | 2 | -1.1

(cont.)
SMILES | Mtb FBA inh | PrPC surface inh | GDH-TPI inh | MazF activator | BioA inh | BoNT-F LC inh | FadD28 binding | Rv3671c inh | UGM FP inh
CCOCCCn1c(SCc2ccccc2)nnc1-c1ccncc1 | -2 | 7 | 13 | 8 | 3.0 | 9 | -4.2 | 5 | 1.0
C=CCOC(=O)C1=C[C@H](C2CC2)[C@@H](CCCO)[C@H](OCC)O1 | -1 | -4 | 5 | 4 | 0.0 | 0 | -3.7 | 2 | -0.9
CNC(=O)COC(=O)/C=C/c1cccc(F)c1 | 3 | -3 | -6 | 9 | 0.1 | -1 | -2.0 | -2 | -3.9
c1ccc(-c2nnc(N3CCN(c4ccccn4)CC3)c3ccccc23)cc1 | 0 | -8 | 9 | -5 | · | 3 | -2.3 | -3 | 0.3
O=C(NC(c1ccc(F)cc1)c1cnccn1)C1CCN(CCOc2ccc(Cl)cc2Cl)CC1 (stereo not given) | 2 | -19 | 11 | · | 2.2 | -2 | -0.8 | · | ·
Cc1c(C(=O)N(Cc2ccccc2)C(C)C)oc2ccc(S(=O)(=O)N3CCOCC3)cc12 | -1 | 13 | 9 | 4 | 2.2 | 1 | -3.3 | 0 | 0.4
CCc1cccc(CC)c1NC(=O)COC(=O)Cc1ccsc1 | -1 | -10 | -1 | -12 | · | -3 | 1.2 | -4 | -0.8
O=C(CN1CCN(S(=O)(=O)c2ccc(F)cc2)CC1)NCC1(N2CCOCC2)CCCCC1 | 1 | -1 | -5 | -1 | -0.5 | -2 | -1.0 | -6 | 1.7
CC(NC(=O)C(=O)NCCc1c[nH]c2ccccc12)c1ccccc1 (stereo not given) | 4 | 7 | 5 | -4 | -2.1 | 0 | 0.1 | -3 | -0.4
O=C(COc1cc(Cl)ccc1Cl)Nc1ccc2c(c1)CCC2 | -1 | 4 | 3 | -1 | · | -2 | -2.0 | -7 | 0.4
O=C1c2ccccc2C(=O)C1Cc1cccc2ccccc12 | 1 | 1 | 8 | -7 | -2.3 | 0 | 0.3 | -2 | 2.0
COc1ccc(/C=N/NC(=O)c2nnn(-c3nonc3N)c2C)cc1OC | -2 | 3 | 25 | -9 | 3.6 | 1 | -2.7 | · | ·
COc1ccccc1N1CCN(Cc2cccc(OC)c2O)CC1 | 2 | -3 | -7 | 1 | 0.1 | 8 | -0.2 | 2 | -0.7
O=C1Nc2ccccc2O/C1=C\c1c(F)cccc1Cl | 7 | 6 | 10 | -33 | -3.7 | 8 | 0.6 | -4 | 1.1
COc1ccc(Cl)cc1NC(=O)CN(C)C(=O)COc1ccccc1F | -1 | 3 | 5 | -8 | 3.0 | 0 | -2.8 | 10 | 1.8
COc1ccc(N(C(=O)c2snc(C(N)=O)c2N)C(C(=O)NCc2ccccc2)c2ccc(F)cc2)c(OC)c1 (stereo not given) | 8 | 0 | 17 | 5 | -1.0 | 15 | 0.6 | -9 | -2.4
CSCCC(C(=O)Nc1c(C)cccc1C)N1CCN(c2ccc(F)cc2)CC1 (stereo not given) | 4 | -4 | · | · | 0.9 | -4 | -3.1 | · | ·
CCC(=O)Nc1cccc(-n2nnnc2SCC(=O)NCc2ccco2)c1 | 2 | -7 | 1 | 3 | 2.9 | 1 | 0.7 | -4 | -0.1
O=C(c1noc2c1CCCC2)N1CCCC(N2CCN(c3ccccc3F)CC2)C1 (stereo not given) | -2 | · | -9 | 10 | 0.4 | 3 | -2.6 | 0 | 3.6
O=S(=O)([N-]c1nc2ccccc2nc1-[n+]1ccc(-c2ccncc2)cc1)c1ccccc1 | 0 | -5 | 13 | i | · | -7 | -2.1 | -12 | -1.1
CC(C)c1nc(SCC(=O)Nc2cccc(S(N)(=O)=O)c2)n[nH]1 | 1 | 1 | -2 | 3 | -0.3 | -5 | 0.6 | 1 | -1.3
CC(=O)C1=C(O)C(=O)N(c2ccccn2)C1c1ccc(Cl)cc1 (stereo not given) | -1 | 7 | 20 | -18 | -1.5 | 26 | -3.6 | 6 | -1.6
CCc1onc(C)c1C(=O)Nc1ccc2c(c1)OCO2 | -2 | -3 | -4 | 3 | -8.4 | -8 | -4.7 | -6 | 0.9
Cc1ccc(CNS(=O)(=O)c2cn(C)c(=O)n(C)c2=O)cc1 | 0 | 8 | -2 | 0 | 0.0 | 13 | -2.7 | 0 | -0.1
CCOC(=O)N1CCC(N2CC34C=CC(O3)C(C(=O)Nc3ccc(C(C)C)cc3)C4C2=O)CC1 (stereo not given) | 3 | 1 | 11 | -10 | -0.6 | 5 | -2.3 | 4 | -2.6
N#C/C(=C/c1ccc(N2CCCC2)c([N+](=O)[O-])c1)c1nc2ccccc2[nH]1 | 2 | -4 | 7 | 7 | -2.0 | -3 | 0.5 | -2 | 1.1
COc1ccc(O)c(C(c2c(C)[nH][nH]c2=O)c2c(C)[nH][nH]c2=O)c1 | 0 | -8 | -3 | -17 | · | 11 | -2.0 | -27 | 0.4
FC(F)(F)c1ccc(N/N=C/c2cccnc2)nc1 | -2 | -13 | 23 | -24 | -1.2 | -6 | 1.7 | -2 | 3.4
C=CCSC(=C(C#N)C#N)c1cc2c([nH]1)CCCC2 | -11 | 3 | 2 | 10 | · | 8 | -1.4 | 0 | -1.6
NC(c1ccccc1)c1csc(NC(=O)Nc2cccc(Cl)c2)n1 (stereo not given) | -4 | -4 | -6 | · | 0.5 | -26 | -14 | · | ·
O=C(COC(=O)CCN1C(=O)c2cccc([N+](=O)[O-])c2C1=O)NCc1ccccc1 | 1 | -3 | -2 | 11 | · | 0 | -1.4 | -4 | -1.2
COc1ccc(CNC(=O)C2CCCN(C(=O)Nc3ccc(OC)cc3)C2)cc1 (stereo not given) | -3 | 5 | -7 | 8 | -1.7 | -2 | 2.5 | -4 | -1.0
O=C(Nc1ccc2c(c1)OCO2)Nc1cnccn1 | 3 | 6 | 1 | 1 | · | -5 | -4.6 | 2 | 0.4
Cn1cc(SCC(=O)N2CCOCC2)c2ccccc21 | -1 | -4 | 8 | 4 | -1.1 | -9 | -2.4 | 10 | -3.2
COc1cccc(CNC(=O)C2CCN(S(=O)(=O)c3ccc4c(c3)CC(C)N4C(C)=O)CC2)c1 (stereo not given) | -4 | -3 | -9 | 8 | 2.4 | 2 | -3.8 | -2 | -1.6
Cc1cccn2c(=O)c3cc(C(=O)NC4CCCCCC4)sc3nc12 | 27 | 6 | 4 | 6 | -1.1 | 2 | -2.7 | 0 | -2.4
CC1(C)CC2(CCO1)C(Nc1ccccc1)=NC(=S)N2CC(N)=O (stereo not given) | 0 | 6 | 0 | -5 | · | -6 | -0.1 | 8 | -1.3
CCn1cc(CCC(=O)NC2CCCC2)c2ccccc21 | 5 | 0 | 4 | 2 | -0.9 | 5 | -2.7 | 8 | 1.0
Cc1nnc2c(SC(C)C)nc3ccccc3n12 | -3 | 33* | 9 | 12 | 1.0 | 8 | -3.8 | -1 | -2.7
CCn1cc(Cl)c(C(=O)Nc2ccccc2C(N)=O)n1 | 5 | 54* | -1 | 3 | 0.1 | -12 | 3.2 | 8 | -1.0
O=C(OCn1ncc(Cl)c(Cl)c1=O)c1ccccc1Cl | -4 | 10 | 8 | 10 | -1.0 | -4 | -2.8 | -3 | -4.8
COc1ccccc1C(=O)N/N=C(\C)CC(=O)Nc1ccc(Cl)cn1 | 9 | 4 | -6 | 1 | · | -1 | -4.7 | -6 | 1.8
CC1CCCC(C)N1c1nnc(NC(=O)c2cc(-c3ccc(Br)cc3)on2)s1 (stereo not given) | -2 | -7 | 9 | -12 | -1.6 | 0 | -2.9 | -9 | 0.0
CCCOC(=O)c1ccc(NC(=O)C(CC)CC)cc1 | 1 | 3 | 8 | 1 | 0.4 | 1 | -0.8 | -9 | 2.7
COc1cc([N+](=O)[O-])ccc1N1C(=O)CC(Sc2nccc(C)n2)C1=O (stereo not given) | 2 | -4 | 19 | 6 | 7.8 | 0 | 1.3 | 6 | 0.7
COc1ccc(C)cc1NC(=O)C1CCCN(S(=O)(=O)c2cnc[nH]2)C1 (stereo not given) | 2 | 2 | 5 | 2 | 0.4 | -11 | 0.2 | 3 | 2.8
O=C(COC(=O)CCc1nc2ccccc2n1-c1ccccc1)Nc1cccc(Cl)c1 | 1 | -2 | -2 | -5 | · | 5 | -1.6 | 2 | -0.3
CCOC(=O)c1ccc(NC(=S)NCc2ccco2)cc1 | 3 | 8 | 0 | -13 | 3.4 | -3 | -1.4 | 4 | -0.1
COc1cccc(-c2cccc(-c3nc(C(=O)Nc4ccc(-c5ccccc5)cc4)cc4c3[C@H](CCO)N(S(=O)C(C)(C)C)C4)c2)c1 (stereo not given in full) | 3 | · | · | · | -0.6 | -12 | -5.4 | · | ·

Rows were taken by chance (roughly 4.8% active in at least one column).
